NPSR antag: blocks cAMP signaling of the human neuropeptide S receptor. CHO-NPSR cells, cAMP TR-FRET, antagonist mode. 220,000 tested, 1% active. AID 1461. Potency, µM (top dose mostly 38.3 µM), for the others: at the top dose activity change, negative = inhibition, usual class: inhibitors. Q6W5P4; also: potency is read from the fitted curve at half-maximal effect; % is scaled to controls: 0 for no effect and ±100 for the full control effect; nearly all actives have a fitted effect of over 50% in size; many of its hits are not listed in these tables
Target sequence (Q6W5P4 whole entry, looked up): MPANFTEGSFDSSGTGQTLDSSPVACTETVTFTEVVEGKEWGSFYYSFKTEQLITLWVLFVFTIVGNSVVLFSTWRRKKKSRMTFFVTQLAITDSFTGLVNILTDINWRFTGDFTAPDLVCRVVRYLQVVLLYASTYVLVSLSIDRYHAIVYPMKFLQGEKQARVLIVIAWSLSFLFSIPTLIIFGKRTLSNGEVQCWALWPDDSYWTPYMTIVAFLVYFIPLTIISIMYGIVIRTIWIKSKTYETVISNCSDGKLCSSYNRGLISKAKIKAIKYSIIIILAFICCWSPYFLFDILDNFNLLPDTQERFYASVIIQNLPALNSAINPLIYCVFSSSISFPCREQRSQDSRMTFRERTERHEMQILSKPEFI
IMPase Li cell: IMPase inhibition in cells with lithium potentiation | CHO-M1 cells, IP1 TR-FRET (IP-One), carbachol + lithium | Potency, µM (series often up to 59.4 µM), for inactives: top-dose activity, negative = IMPase inhibition, usual class: inhibitors | 210,000 tested, 0.35% active | AID 1457;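 also: IP1 builds up when IMPase is blocked and the TR-FRET signal falls; potency is read from the fitted curve at half-maximal effect; plate controls were basal vehicle for no effect and high inhibitor control for full effect; nearly all actives have a fitted effect of over 50% in size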
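Readout is a homogeneous TR-FRET IP1 immunoassay (Ex 320, Em 665 and 620), where raised cytosolic IP1 lowers signal. Cells were CHO-M1 treated 30 min at 37C with test compounds plus a little lithium; AC50 values came from Hill-equation fitting.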
Epigenetic reg: epigenetic control regulation, reporter derepression. murine LDR cells, GFP reporter derepression, 30 h. 280,000 tested, 0.2% active. Potency, µM (top dose mostly 53.9 µM), for inactives: top-dose GFP activation, most hits filed as activators. AID 1865; also: potency is read from the fitted curve at half-maximal effect; % of control where 0% means no effect; nearly all actives have a fitted effect of over 60% in size
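Murine LDR cells carrying a silenced, genomically integrated CMV-driven GFP reporter were exposed to compound for 30 hours at 37 C. After PBS washes, GFP-positive cells (20–120 um objects) were counted by laser-scanning microplate cytometry.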
HttQ103 aggreg: inhibitors of mutant huntingtin aggregate formation in PC12 cells. PC12 HttQ103-GFP aggregates, Acumen cytometry, 40 h. Potency, µM (doses to about 46.1 µM), for the others: at the top dose activity change, negative = inhibition, actives largely listed as inhibitors. 220,000 tested, 1.1% active. AID 1688; also: potency is read from the fitted curve at half-maximal effect; % is scaled to controls: 0 for no effect and ±100 for the full control effect; nearly all actives have a fitted effect of over 60% in size
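Steps: seed 1500 PC12 HTTQ103-GFP cells/well; add tebufenozide, 100 nM final; add compound titration; add ATPLite reagent; quantify GFP aggregates by laser scanning cytometry.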
Luc counter: Kinase-Glo luciferase inhibition (counter-screen) | Q27757 | Kinase-Glo luciferase, ATP luminescence, 8 min | Potency, µM (doses to about 38.3 µM), without a hit: at the top dose activity change, negative = inhibition, actives largely listed as inhibitors | 200,000 tested, 0.28% active | AID 1379; also: potency is read from the fitted curve at half-maximal effect; % is scaled to controls: 0 for no effect and ±100 for the full control effect; nearly all actives have a fitted effect of over 60% in size
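Compound is pinned into ATP-containing buffer (10 uM ATP, imidazole pH 7.2, 7 mM MgCl2). Kinase-Glo luciferase reagent is then added. Light output is recorded following an 8-min room-temperature incubation.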
Lamin A splicing: changes lamin A minigene splicing in HeLa cells | HeLa LMNA splicing GFP/RFP minigene ratio, 48 h | Potency, µM (highest dose often 46.1 µM), for the others: at the top dose ratio change, negative = inhibition, actives largely listed as inhibitors | 200,000 tested, 0.01% active; active = well fitted inhibition curve with a large enough effect in the signal ratio, with a control signal flat, not every such curve was filed as active; inconclusive = small, poorly fitted or top-dose-only effect, or effect the other way, or a change in a side signal; the % refers to the signal ratio; also: potency is read from the fitted curve at half-maximal effect; % is scaled to controls: 0 for no effect and ±100 for the full control effect
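Read-out is the ratio of GFP to DsRed2 object intensity, acquired by 488 nm laser-scanning cytometry on HeLa lamin A-EGFP minigene reporter cells. Compound incubation 48 hrs at 37 °C in Opti-MEM with 2% FBS; DMSO 0.5% final.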
CBFb-RUNX1 inh: CBF-beta/RUNX1 interaction disruption; AlphaScreen CBFb-His/RUNX1-biotin binding, biochemical; Potency, µM (highest dose often 59.8 µM), inactives show at the top dose activity, negative = inhibition, actives largely listed as inhibitors; 230,000 tested, under 10 active; AID 1477; also: % of control where 0% means no effect
Target sequence (Q01196 whole entry, looked up): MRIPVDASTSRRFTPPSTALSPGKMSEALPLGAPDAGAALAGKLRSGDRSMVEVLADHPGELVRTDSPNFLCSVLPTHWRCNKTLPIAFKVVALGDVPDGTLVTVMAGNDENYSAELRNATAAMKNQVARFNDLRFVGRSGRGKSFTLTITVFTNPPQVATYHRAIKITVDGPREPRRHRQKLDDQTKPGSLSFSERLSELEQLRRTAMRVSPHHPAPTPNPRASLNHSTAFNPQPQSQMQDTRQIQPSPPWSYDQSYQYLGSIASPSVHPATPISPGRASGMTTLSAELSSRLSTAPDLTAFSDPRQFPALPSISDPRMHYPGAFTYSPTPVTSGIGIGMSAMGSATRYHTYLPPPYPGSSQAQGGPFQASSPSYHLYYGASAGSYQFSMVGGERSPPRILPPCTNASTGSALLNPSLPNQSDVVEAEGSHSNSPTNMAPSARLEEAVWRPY
Target sequence (Q13951 whole entry, looked up): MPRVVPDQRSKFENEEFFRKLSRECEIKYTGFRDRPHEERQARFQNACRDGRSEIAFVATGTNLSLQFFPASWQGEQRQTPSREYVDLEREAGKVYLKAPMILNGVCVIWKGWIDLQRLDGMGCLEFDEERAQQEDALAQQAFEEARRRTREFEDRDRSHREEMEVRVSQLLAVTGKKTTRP
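Read-out: AlphaScreen. Format: His-CBF-beta with biotinylated RUNX1 (30 nM each) preincubated 20 min, compound 15 min, Ni-chelate plus streptavidin beads 90 min; room temperature throughout.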
Active calls of the source: *; [ ] = remark or other dose. Unless noted, calls follow the shape of the dose curve; as a rule, active = well fitted curve in the direction sought with a large enough effect; inconclusive = small, poorly fitted or top-dose-only effect, or another doubt; inactive = no such curve, though single readings can be large; an effect the other way counts as inactive or inconclusive.

For O=c1[nH]cnc2cc(Cl)ccc12 the results were NPSR antag -4%[46.1 µM], IMPase Li cell 11%[38.3 µM], Epigenetic reg -0.9%, HttQ103 aggreg -6%, Luc counter 11%, Lamin A splicing 5% and CBFb-RUNX1 inh 6%.
Screening NS(=O)(=O)c1ccc(NC(=O)COC(=O)C2CCCCC2)cc1 returned NPSR antag -1%, IMPase Li cell 3%, Epigenetic reg 1.3%, HttQ103 aggreg 5%, Luc counter 0%, Lamin A splicing 11%[46 µM] and CBFb-RUNX1 inh -5%.
COc1ccc(CCNC(=O)CSc2nnc3ccccn23)cc1 was read as NPSR antag 6%, IMPase Li cell 4%, Epigenetic reg 0.0%, HttQ103 aggreg 5%, Luc counter 1%, Lamin A splicing inconclusive and CBFb-RUNX1 inh 5%.
For O=C(NCC1CCCO1)Nc1ccccc1 (configuration not stated) the results were NPSR antag -6%[46.1 µM], IMPase Li cell 13%[38.3 µM], Epigenetic reg 0.0%, HttQ103 aggreg -22%[9.22 µM], Luc counter 0%, Lamin A splicing 5% and CBFb-RUNX1 inh 3%.
Screening O=C(Nc1nnc(SCc2ccc(F)cc2)s1)c1cnccn1 returned NPSR antag 1%, IMPase Li cell 0%, Epigenetic reg 1.0%, HttQ103 aggreg 12%, Luc counter -2% and CBFb-RUNX1 inh 2%.
Cc1ccc(C)c(NC(=O)COC(=O)CCC(=O)c2cccs2)c1 was read as NPSR antag 3%, IMPase Li cell 0%, Epigenetic reg -0.4%, HttQ103 aggreg 11%, Luc counter -3%, Lamin A splicing 11%[46 µM] and CBFb-RUNX1 inh 16%.
Screening CCCn1cc(SCC(=O)NCc2ccco2)c2ccccc21 returned NPSR antag -15%[46.1 µM], IMPase Li cell 18%[38.3 µM], Epigenetic reg 0.0%, HttQ103 aggreg 0%, Luc counter -2%, Lamin A splicing -5% and CBFb-RUNX1 inh 2%.
Screening COc1cccc(C2=NOC(C(=O)N3CCOCC3)C2)c1 (configuration not stated) returned NPSR antag -4%[46.1 µM], IMPase Li cell 11%[38.3 µM], Epigenetic reg -1.2%, HttQ103 aggreg 6%, Luc counter -16%, Lamin A splicing 8% and CBFb-RUNX1 inh 6%.
`COc1ccc2c(=O)c3c(=O)n(-c4ccccc4)c(-c4ccc(C)cc4)nc3oc2c1` gave NPSR antag inconclusive, Epigenetic reg 1.3%, HttQ103 aggreg -22%[9.22 µM] and CBFb-RUNX1 inh -3%.
For CCNC(=O)/C(=C/c1ccco1)NC(=O)/C=C/c1ccccc1 the results were NPSR antag -12%[46.1 µM], IMPase Li cell 21%[38.3 µM], Epigenetic reg 0.3%, HttQ103 aggreg 5%, Luc counter -6%, Lamin A splicing 17% and CBFb-RUNX1 inh -3%.
Screening NS(=O)(=O)c1ccc(CNC(=O)/C=C/c2ccccc2[N+](=O)[O-])cc1 returned NPSR antag 5%, IMPase Li cell 3%, Epigenetic reg 1.1%, HttQ103 aggreg inconclusive, Luc counter 1% and CBFb-RUNX1 inh 5%.
COc1ccc2c(c1)CCc1c(C(=O)N(C)c3ccccc3)noc1-2 was read as NPSR antag -48%, IMPase Li cell 16%, Epigenetic reg 0.1%, HttQ103 aggreg -28%, Luc counter -1%, Lamin A splicing inconclusive and CBFb-RUNX1 inh 5%.
Screening C=CCn1c(O)c(N=NC(=S)Nc2ccccc2C)c2cc(S(=O)(=O)N3CCOCC3)ccc21 returned NPSR antag -26%, IMPase Li cell -3%, Epigenetic reg 0.1%, HttQ103 aggreg -13%, Luc counter 3%, Lamin A splicing inconclusive and CBFb-RUNX1 inh 5%.
For Cc1ccc(F)cc1NC(=O)Nc1cc(C(C)(C)C)nn1C the results were NPSR antag 8%, Epigenetic reg 1.1%, HttQ103 aggreg -14%[9.22 µM], Lamin A splicing -26%[46 µM] and CBFb-RUNX1 inh 5%.
For CC(=O)Oc1cc(OC(C)=O)c2c(C)cc(=O)oc2c1 the results were NPSR antag -5%[46.1 µM], IMPase Li cell -27%[38.3 µM], Epigenetic reg 0.7%, HttQ103 aggreg -19%[9.22 µM], Luc counter 0%, Lamin A splicing 3% and CBFb-RUNX1 inh 1%.
`CC(=O)COc1cc(C)cc2oc(=O)c(C)c(C)c12` gave NPSR antag -18%[46.1 µM], IMPase Li cell -14%[38.3 µM], Epigenetic reg 2.6%, HttQ103 aggreg 7%, Luc counter -5%, Lamin A splicing -3% and CBFb-RUNX1 inh 1%.
Screening COc1ccc(CCC(=O)Nc2ccc(C)c(S(=O)(=O)N(C)C)c2)cc1OC returned NPSR antag 5%, IMPase Li cell 7%, Epigenetic reg 2.6%, HttQ103 aggreg -17%, Luc counter -1%, Lamin A splicing inconclusive and CBFb-RUNX1 inh -9%.
CC1(C)CC(N(Cc2cccs2)C(=O)c2ccco2)CCO1 (configuration not stated) was read as NPSR antag 1%[46.1 µM], IMPase Li cell 9%[38.3 µM], Epigenetic reg 0.9%, HttQ103 aggreg -15%, Luc counter -2%, Lamin A splicing -1% and CBFb-RUNX1 inh 7%.
For Nc1nnc(SCc2ccccc2)n1-c1ccccc1 the results were NPSR antag -13%[46.1 µM], IMPase Li cell 1%, Epigenetic reg -0.2%, HttQ103 aggreg -3%, Luc counter 2%, Lamin A splicing -10% and CBFb-RUNX1 inh 9%.
Screening CC(OC(=O)c1ccc2c(=O)n3c(nc2c1)CCCCC3)C(=O)Nc1ncc(Cl)cc1Cl (configuration not stated) returned NPSR antag 6%, IMPase Li cell -7%, Epigenetic reg 0.0%, HttQ103 aggreg -4%, Luc counter -1%, Lamin A splicing 4% and CBFb-RUNX1 inh 5%.

4 entries drawn at random from the list so far, as already listed:
For O=C(NCC1CCCO1)Nc1ccccc1 (configuration not stated) the results were NPSR antag -6%[46.1 µM], IMPase Li cell 13%[38.3 µM], Epigenetic reg 0.0%, HttQ103 aggreg -22%[9.22 µM], Luc counter 0%, Lamin A splicing 5% and CBFb-RUNX1 inh 3%.
Cc1ccc(C)c(NC(=O)COC(=O)CCC(=O)c2cccs2)c1 was read as NPSR antag 3%, IMPase Li cell 0%, Epigenetic reg -0.4%, HttQ103 aggreg 11%, Luc counter -3%, Lamin A splicing 11%[46 µM] and CBFb-RUNX1 inh 16%.
For CCNC(=O)/C(=C/c1ccco1)NC(=O)/C=C/c1ccccc1 the results were NPSR antag -12%[46.1 µM], IMPase Li cell 21%[38.3 µM], Epigenetic reg 0.3%, HttQ103 aggreg 5%, Luc counter -6%, Lamin A splicing 17% and CBFb-RUNX1 inh -3%.
Screening COc1cccc(C2=NOC(C(=O)N3CCOCC3)C2)c1 (configuration not stated) returned NPSR antag -4%[46.1 µM], IMPase Li cell 11%[38.3 µM], Epigenetic reg -1.2%, HttQ103 aggreg 6%, Luc counter -16%, Lamin A splicing 8% and CBFb-RUNX1 inh 6%.

Remaining list, next part
COCCSc1ccccc1C(=O)N1CCN(c2ccccc2)CC1 was read as NPSR antag 0%, IMPase Li cell 13%, Epigenetic reg 3.1%, HttQ103 aggreg -2%, Luc counter -3%, Lamin A splicing inconclusive and CBFb-RUNX1 inh 1%.
For Cc1cccc(C(=O)N[C@H](C(=O)Nc2nc3ccccc3[nH]2)C(C)C)c1 the results were NPSR antag 37%, IMPase Li cell 0%, Epigenetic reg 5.5%, HttQ103 aggreg inconclusive, Luc counter 2%, Lamin A splicing inconclusive and CBFb-RUNX1 inh 1%.
For CNCc1cc(Br)c(OCC(=O)Nc2ccccc2OC)c(OC)c1 the results were NPSR antag -17%, IMPase Li cell 10%, Epigenetic reg 2.4%, HttQ103 aggreg 10%, Luc counter -4%, Lamin A splicing inconclusive and CBFb-RUNX1 inh 0%.
CSc1nnnn1-c1ccc(C(=O)OCC(=O)N2CCOCC2)cc1 was read as NPSR antag 10%[46.1 µM], IMPase Li cell -7%[38.3 µM], Epigenetic reg -1.0%, HttQ103 aggreg -4%, Luc counter -4%, Lamin A splicing -10% and CBFb-RUNX1 inh 16%.
For Cc1cc2[nH]c(=O)c3ccccc3n2n1 the results were NPSR antag 0%[46.1 µM], IMPase Li cell -6%[38.3 µM], Epigenetic reg -1.1%, HttQ103 aggreg 19%, Luc counter -2%, Lamin A splicing 10% and CBFb-RUNX1 inh 4%.
Screening N=C(c1ccc([N+](=O)[O-])cc1)N1CCCCC1 returned NPSR antag 10%, IMPase Li cell 10%, Epigenetic reg -1.3%, HttQ103 aggreg -11%[9.22 µM], Luc counter -1% and CBFb-RUNX1 inh -2%.
NC1=C(O)C(=O)C(c2ccccc2)O1 (configuration not stated) was read as NPSR antag -15%, Epigenetic reg 3.8%, HttQ103 aggreg -1%[9.22 µM] and CBFb-RUNX1 inh 1%.
`C=C(C(C)=O)C(O)c1ccc2ccccc2c1` (configuration not stated) gave IMPase Li cell 4%, Epigenetic reg 0.0%, Luc counter -6% and CBFb-RUNX1 inh 7%.
Screening CCn1c(Cc2ccc(OC)cc2)nnc1SCC(=O)NC1CCCCC1 returned NPSR antag -5%[46.1 µM], IMPase Li cell -4%[38.3 µM], Epigenetic reg -0.7%, HttQ103 aggreg 16%, Luc counter 9%, Lamin A splicing 4% and CBFb-RUNX1 inh 3%.
For O=C(CSc1nccn1-c1cccc(Cl)c1)Nc1ccc2c(c1)OCCO2 the results were NPSR antag -20%[46.1 µM], IMPase Li cell -13%[38.3 µM], Epigenetic reg 0.4%, HttQ103 aggreg 1%, Luc counter -3%, Lamin A splicing -12% and CBFb-RUNX1 inh -26%.
CCNc1ccc(C(=O)OCC(=O)NC(=O)NCC(C)C)cc1[N+](=O)[O-] was read as NPSR antag 2%, IMPase Li cell 2%, Epigenetic reg -2.4%, HttQ103 aggreg 8%[9.22 µM], Luc counter -2% and CBFb-RUNX1 inh -3%.
Cc1ccc(C(=O)Nc2ccccc2C(=O)N2CC3(C)CC2CC(C)(C)C3)cc1 (configuration not stated) was read as NPSR antag inconclusive, IMPase Li cell 35%[activator][38.3 µM], Epigenetic reg 0.7%, HttQ103 aggreg 18%, Luc counter -3%, Lamin A splicing 8% and CBFb-RUNX1 inh -6%.
Screening CCCN(CCC)c1ncnc2nc[nH]c12 returned NPSR antag -6%[46.1 µM], IMPase Li cell 18%[38.3 µM], Epigenetic reg -0.8%, HttQ103 aggreg 7.9µM*, Luc counter -2%, Lamin A splicing 6% and CBFb-RUNX1 inh 3%.
Screening CCC(C)C(NS(=O)(=O)c1ccc(C)cc1)C(=O)O (configuration not stated) returned NPSR antag 4%, IMPase Li cell -2%, Epigenetic reg 0.9%, HttQ103 aggreg -20%, Luc counter -2% and CBFb-RUNX1 inh 5%.

Source: PubChem BioAssay (National Center for Advancing Translational Sciences (NCATS))

These rows are one share of the data (hit frequency here may not be typical).
